RT RNaseH block: blocks HIV-1 RNase H cleavage of RNA/DNA duplex. 65,000 tested, 1.9% active. inhibition, % at 10 µM. RT-RNase H RNA/DNA duplex cleavage, fluorescence. P04585; in the data active means inhibition above about 50%
RmlCD inh mix: RmlC/RmlD inhibition, mixture screen; RmlC/RmlD coupled enzyme inhibition, 384-well mixture HTS; inhibition, % at 5.5 µM; 110,000 tested, 0.39% active; AID 1532; in the data active means inhibition above about 30%, passing the limit was not always enough; further: strong numbers were not always called active
The depositor's hits bear a star; / = not tested or not shown.

SMILES	RT RNaseH block	RmlCD inh mix
CC(C(=O)N1CCCCC1)N1C(=O)c2ccccc2C1=O (centres undefined)	-11	-190
COc1ccc(C2(O)CCN(Cc3nnnn3Cc3ccc(C)cc3)CC2)cc1	-7	-1
COc1cc(OC)c2c(C)cc(=O)oc2c1C(CCN1CCN(c2ccccc2)CC1)c1ccc2c(c1)OCO2 (centres undefined)	/	13
N#Cc1nc(-c2cccc(Cl)c2)oc1NCc1cccnc1	/	-19
O=C(OCc1ccccc1)c1ccc2c(c1)-c1ccccc1C2=O	/	75
CCc1nnc(SCC(=O)NC2CCCC2)nc1CC	/	-12
CCSc1nc(N)c(C#N)c(-c2ccccc2Cl)c1C#N	5	4
COc1ccc(NC(=O)CCNS(=O)(=O)c2ccc3c(c2)c(=O)n(C)c(=O)n3C)cc1	-8	8
COC(C[C@@H](O)C[C@@H](O)COCc1ccccc1)OC	/	-2
C=CCn1c(Cc2c[nH]c3ccccc23)nnc1SCC(=O)NCc1ccccc1	/	1
CCNC(=O)Cn1cc(C#N)c2ccccc21	/	3
Cc1nc2c(C(=O)NCc3ccccc3)c[nH]n2c(=O)c1Cl	-2	-1
COCC(=O)NC(c1ccccc1)c1ccccc1	-3	21
O=C1NC(=O)/C(=C/c2ccccc2Oc2ccc(Cl)cc2)S1	/	-7
FC(F)(F)c1nnc2c(Sc3ccc(Cl)cc3)nc3ccccc3n12	/	-32
CC(=O)c1c(C)[nH]c(C(=O)N2c3ccccc3CC2C)c1C (centres undefined)	-14	2
CCOc1ccc(NS(=O)(=O)c2ccc3[nH]cc(C(=O)NCC4CCCO4)c(=O)c3c2)cc1 (centres undefined)	-16	-11
CN(C)/C=N/c1cc(=O)n(Cc2ccccc2)c(=O)n1C	/	13
O=C(CN1CCC(n2nnc3cc(C(F)(F)F)ccc32)CC1)NCc1cccs1	-2	/
CCOc1ccc(Nc2cc(C)nc3nc(C)nn23)cc1	-9	/
O=C1c2ccccc2NC(c2ccc(-c3ccc(Br)cc3)o2)N1O (centres undefined)	/	9
COc1ccc(CCNC(=O)C2CCN(S(=O)(=O)c3cc(OC)ccc3OC)CC2)cc1	-6	0
Cc1cc2nc(-c3cccnc3SCC(=O)NCc3ccco3)[nH]c2cc1C	4	10
C=CCn1c(C)cc(-c2csc(N)n2)c1C	/	-9
Cc1nc2c(cnn2-c2ccccc2Cl)c(=O)n1-c1ccc(C(C)C)cc1	/	8
CCS(=O)(=O)N1CCN(C(=O)c2ccccc2)CC1	/	8
CCOC(=O)c1ccc(CSc2nnc(C)n2N)o1	/	10
COc1ccc(-c2cc(=O)c3cc(O)ccc3o2)cc1	/	-9
COc1ccc(S(=O)(=O)N(C)CC(=O)Nc2ccccc2C(F)(F)F)cc1Cl	/	7
O=C(Nc1cccc(-c2cnc3ccccc3n2)c1)c1ccccc1	/	-10
c1cc2c3c(cccc3c1)C(N1CCCCC1)=N2	-10	-8
Cc1cccc(C(CC(=O)O)n2cccc2)c1 (centres undefined)	/	-9
CCC(=O)Nc1cccc(-c2cnc3ccccc3n2)c1	/	-6
CC1Cc2ccccc2N1C(=O)c1cnsn1 (centres undefined)	-12	14
Brc1ccc(-c2noc(CCc3ccccc3)n2)cc1	/	-15
CC1(C)CC(C)(O)P(=O)(c2ccccc2)O1 (centres undefined)	4	-4
CC(C)C[C@H](NC(=O)NC(C)C)C(=O)O	-2	-5
CCC1(C)Cc2c(C#N)c(N)n(N)c(=S)c2CO1 (centres undefined)	8	-3
O=C(Cn1cnc2ccccc2c1=O)NCC(=O)N1CCC2(CC1)OCCO2	-17	-180
C=CCNC(=O)CCCCCNS(=O)(=O)c1ccc(OC)cc1	14	-4

3 compounds picked at random from the list so far:
SMILES	RT RNaseH block	RmlCD inh mix
COc1ccc(S(=O)(=O)N(C)CC(=O)Nc2ccccc2C(F)(F)F)cc1Cl	/	7
c1cc2c3c(cccc3c1)C(N1CCCCC1)=N2	-10	-8
CC1Cc2ccccc2N1C(=O)c1cnsn1 (centres undefined)	-12	14

The results go on:
SMILES	RT RNaseH block	RmlCD inh mix
CCc1cccc(NC(=O)c2ccc(NS(=O)(=O)c3c(C)noc3C)cc2)c1	-9	-10
Cc1ccc(S(=O)(=O)Nc2ccc3nc(C)sc3c2)cc1	/	-11
COc1ccc(-c2csc(N(CC3CCCO3)C(=O)c3cccs3)n2)cc1 (centres undefined)	-14	14
Cc1nn(C)c(C)c1S(=O)(=O)N1CCCC(C(=O)NCC2COc3ccccc3O2)C1 (centres undefined)	5	2
O=C(NC1CCCCCC1)C1CCN(C(=O)Cc2ccccc2)CC1	6	-11
c1ccc(C2=Nc3ccccc3OC2)cc1	/	-14
CC(C)Oc1c(Cl)cc(CNC(C)(C)CO)cc1Cl	1	8
O=C(N[C@@H](Cc1ccccc1)C(=O)OCc1ccccc1)c1nc[nH]c1C(=O)NCc1ccccc1	/	5
Cc1ccc(NC(=S)NCc2cccnc2)cc1	/	-14
CCOC(=O)c1cc(NC(=O)N2CCCc3ccccc32)c(C)nc1C	10	4
O=C(NC1CCCC1)C(c1ccc(F)cc1)N(Cc1ccc(F)cc1)C(=O)c1ccn[nH]1 (centres undefined)	/	-7
Cc1nnc(SCc2ccc(F)cc2Cl)s1	/	-18
COc1cc(OC)cc(C(=O)Nn2c(C)nc3ccccc3c2=O)c1	-4	/
Cc1cccnc1NCC(O)COc1ccccc1 (centres undefined)	-5	-7
CCOC(=O)C1C(=O)NC(N2CCCCC2)=NC1c1ccco1 (centres undefined)	-4	-15
N#CC1=C(Nc2ccc(Br)cc2)CCC1	-3	3
COCCCNC(=O)CC(NS(=O)(=O)c1ccc(C)cc1)c1ccc(OC)cc1 (centres undefined)	/	15
COc1ccc(-c2nc3nc(C)cc(C)n3n2)cc1	-9	-23
CCN(CC)C(=O)C1CC(c2ccc(OC)cc2)=NO1 (centres undefined)	-2	-13
O=C(OCC(=O)N1c2ccccc2Sc2ccccc21)C1CC(=O)N(Cc2ccco2)C1 (centres undefined)	-37	4
CC(C)COC(=O)NCCOC(=O)Nc1cccc(Cl)c1	-42	-16
O=C(NCc1nc2ccccc2[nH]1)C1=C[C@H](c2ccc3c(c2)OCO3)C[C@H](OCc2ccc(CO)cc2)O1	/	-1
CCOC(=O)N1CCN(S(=O)(=O)c2ccc(OCC(=O)OC)c(Cl)c2)CC1	/	7
COc1ccccc1N(CC(=O)N/N=C/c1ccc(OCC(=O)NCc2ccco2)cc1)S(=O)(=O)c1ccc(C)cc1	/	-3
Cc1cc(C)n(C(=O)CN2C(=O)CCC2=O)n1	-1	-11
CCCc1c(C)[nH]c2ccccc2c1=O	/	6
N#CCSc1nnc2sc3ccccc3n12	-9	-10
COc1ccc2c(c1)c(C(=O)OCCN(C)C)c(C)n2C	-11	-4
CC(C)c1ccc(NC(=O)C(c2ccc3c(c2)OCO3)N2CCC3(CC2)OCCO3)cc1 (centres undefined)	1	8
Cc1ccc(Cn2c(=O)cc(C(=O)O)c3ccccc32)cc1	16	11
COCC(=O)N(CCc1ccc(OC)c(OC)c1)Cc1nc2ccccc2c(=O)[nH]1	1	-15
CCOC(=O)c1ccc(NC(=O)CSc2nnc(Cc3cccs3)n2C)cc1	-15	5
CCN(CC)C(C(=O)Nc1ccc(C(C)C)cc1)c1ccc2c(c1)OCO2 (centres undefined)	/	102
CCc1ccc(OCC(=O)NC(=S)Nc2cccc(CO)c2)c(Br)c1	/	-13
Nc1nnc2c(n1)CCCC2	2	-6
Cc1cccc(NC(=O)CSc2nc3ccc(N4C(=O)c5ccccc5C4=O)cc3s2)c1C	/	-9
COCCN1Cc2cccc(C(=O)Nc3ccc4c(c3)OCCO4)c2C1=O	1	-13
COc1cccc(-n2sc3c(c2=S)-c2cc(OC)ccc2NC3(C)C)c1	/	-8
CC(C)(CNC(=O)c1cc2ccccc2o1)N1CCOCC1	-5	-35
Cc1c(C)n(C)c2ccc(C(=O)NCc3cccs3)cc12	-12	4
O=C1c2cccnc2C(=O)N1Cc1ccco1	-7	1
COC(=O)c1c(C)c2c(C)cc3ccccn3c-2c1C(=O)OC	/	8
CCOc1cccc2cc(-c3cn4cc(C)ccc4n3)c(=O)oc12	18	28
Nc1ccn([C@@H]2CS[C@H](CO)O2)c(=O)n1	/	-8
Cc1ccccc1C(=O)NC(C)C(c1cccs1)N1CCOCC1 (centres undefined)	/	9
Cc1cc(Br)ccc1OCCCCNCCO	/	-8
CCc1cc2c(=O)[nH]c(N3CCOCC3)nc2s1	/	-15
COc1ccc(Cl)c(NC(=O)Nc2c(C)n(-c3ccccc3)c(=O)n2C)c1	-8	-14
O=C(Nc1nccc(-c2cccs2)n1)c1ccccc1Cl	/	-346
Cc1cc(C)cc(C(=O)N2CC(=O)Nc3ccccc32)c1	/	-12
CCOC(=O)C1CCN(S(=O)(=O)c2ccc(C(=O)OC)cc2)CC1	2	8
O=C(CNC(=S)N(Cc1ccc(F)cc1)C1CCCCC1)NC1CC1	/	11
CN(C)CCNc1nc2c(c(=O)[nH]c(=O)n2C)n1CC(O)COc1ccc(Cl)cc1 (centres undefined)	-4	-9
CCCC(C)C(=O)Nc1ccncc1 (centres undefined)	/	-7
CCN(CC)c1ccc(NC(=O)Nc2ccccc2C(F)(F)F)cc1	/	6
COC(=O)c1c(-c2ccco2)csc1NC(=O)C1CC=CCC1C(=O)O (centres undefined)	13	5
COC(=O)CNC(=O)c1ccccc1	/	-21
CCOC(=O)c1sc(NC(=O)C2CC=CCC2C(=O)O)nc1C (centres undefined)	-4	-15
CSc1nc2ncc3c(n2n1)CC1c2ccccc2CCN1C3=O (centres undefined)	/	16
Cc1nnc(SCC(=O)N/N=C/c2cn(-c3ccccc3)nc2-c2ccccc2)n1-c1ccccc1	/	-13

Single values from above.
Entry for COc1ccc(Cl)c(NC(=O)Nc2c(C)n(-c3ccccc3)c(=O)n2C)c1 under RmlCD inh mix: -14
Entry for Cc1ccccc1C(=O)NC(C)C(c1cccs1)N1CCOCC1 (centres undefined) under RmlCD inh mix: 9
Entry for CCOc1cccc2cc(-c3cn4cc(C)ccc4n3)c(=O)oc12 under RT RNaseH block: 18
Entry for CN(C)CCNc1nc2c(c(=O)[nH]c(=O)n2C)n1CC(O)COc1ccc(Cl)cc1 (centres undefined) under RT RNaseH block: -4
Entry for CCCC(C)C(=O)Nc1ccncc1 (centres undefined) under RmlCD inh mix: -7

More results follow.
SMILES	RT RNaseH block	RmlCD inh mix
Cc1nn(-c2ccccc2)c(Cl)c1/C=N/NC(=O)c1ccco1	/	11
COc1ccc(CSC2=NCCN2)cc1Cl	-2	2
COc1ccc(C)cc1NC(=O)C1CCCN(S(=O)(=O)c2c(C)noc2/C=C/N(C)C)C1 (centres undefined)	-3	/
O=C(Nc1nc(-c2cc3ccccc3oc2=O)cs1)c1ccc(Br)o1	/	-17
C=CCNC(=S)N/N=C/c1ccc(OCc2ccccc2Cl)cc1	/	11

Some of these compounds in order of SMILES length, rising:
SMILES	RT RNaseH block	RmlCD inh mix
COc1ccc(CSC2=NCCN2)cc1Cl	-2	2
C=CCNC(=S)N/N=C/c1ccc(OCc2ccccc2Cl)cc1	/	11
CCOC(=O)c1sc(NC(=O)C2CC=CCC2C(=O)O)nc1C (centres undefined)	-4	-15
Cc1nn(-c2ccccc2)c(Cl)c1/C=N/NC(=O)c1ccco1	/	11
Cc1nnc(SCC(=O)N/N=C/c2cn(-c3ccccc3)nc2-c2ccccc2)n1-c1ccccc1	/	-13

Screening results deposited in PubChem by several laboratories.

This is a subset (hit frequency here may not be typical).
